High-throughput results: PubChem, National Center for Advancing Translational Sciences (NCATS)
AMA1 RON2 block = qHTS for Inhibitors of AMA1-RON; Towards Development of Antimalarial Drug Lead: Primary Screen. Plasmodium falciparum AMA1 (3D7) - RON2 peptide interaction. actives 0.2% (n = 360,000). Potency, µM (top dose mostly 58.2 µM), for the others: at the top dose activity change, negative = inhibition, usual class: inhibitors. AlphaScreen AMA1-biotinylated RON2 peptide binding;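 also: potency is read from the fitted curve at half-maximal effect; 0% = vehicle wells and -100% = peptide control; nearly all actives have a fitted effect of over 45% in size; some results filed as inactive show a strong effect at the top dose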
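AMA1 (3D7) with his tag at 25 nM final met compounds first, then biotinylated RON2 peptide at 25 nM; detection used donor plus acceptor beads, 10 µg/mL apiece, read by AlphaScreen after 30 min at room temperature.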
LmPK inhibitor = qHTS Assay for Inhibitors of Leishmania Mexicana Pyruvate Kinase (LmPK); Potency, µM (highest dose often 57.5 µM), for inactives: at the highest dose activity change, negative = inhibition, most hits filed as inhibitors; Q27686; actives 0.37% (n = 290,000); purified LmPK, Kinase-Glo ATP luminescence, 1 h; also: potency is read from the fitted curve at half-maximal effect; % is scaled to controls: 0 for no effect and ±100 for the full control effect
Target sequence (Q27686 whole entry, looked up): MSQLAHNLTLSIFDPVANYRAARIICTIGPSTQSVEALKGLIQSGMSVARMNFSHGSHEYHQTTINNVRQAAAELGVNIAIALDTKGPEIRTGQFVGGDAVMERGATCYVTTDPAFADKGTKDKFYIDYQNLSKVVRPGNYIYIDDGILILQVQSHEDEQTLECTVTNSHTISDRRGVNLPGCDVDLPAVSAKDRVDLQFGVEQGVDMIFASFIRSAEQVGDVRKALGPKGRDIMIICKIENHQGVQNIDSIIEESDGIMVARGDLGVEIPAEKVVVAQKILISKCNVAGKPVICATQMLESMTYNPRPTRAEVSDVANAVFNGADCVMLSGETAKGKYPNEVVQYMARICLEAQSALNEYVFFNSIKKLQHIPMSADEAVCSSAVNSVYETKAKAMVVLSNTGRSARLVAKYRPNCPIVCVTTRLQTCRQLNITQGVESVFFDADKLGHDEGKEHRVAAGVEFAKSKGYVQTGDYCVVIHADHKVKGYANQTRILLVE
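ATP generated from ADP (0.1 mM) and PEP (0.5 mM) by 0.1 nM LmPK over 1 h at room temperature (pH 7.2 imidazole buffer) was detected by coupled luciferase luminescence. Values were normalized to uninhibited and no-enzyme wells.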
CHX counter = Cycloheximide Counterscreen for Small Molecule Inhibitors of Shiga Toxin. cell reporter, cycloheximide protein synthesis inhibition counterscreen. max response, %. actives 12% (n = 300,000); in the data active = max response mostly above about 13%, no sharp cut-off; inactive = mostly below about 14%; also: read at 38.3 µM for the half of the compounds with a filed dose; 0% is about no effect
TbPYK inhibitor = qHTS of Trypanosoma Brucei Inhibitors. Potency, µM (titrated, usually from 76.8 µM), without a hit: at the highest dose activity, negative = inhibition, usual class: inhibitors. actives 0.12% (n = 410,000). TbPYK enzyme, Kinase-Glo Plus ATP luminescence, 45 min. pyruvate kinase (Trypanosoma brucei), Q57TT1; also: potency is read from the fitted curve at half-maximal effect; % is scaled to controls: 0 for no effect and ±100 for the full control effect; nearly all actives have a fitted effect of over 50% in size
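ADP (130 uM final) triggers the TbPYK reaction after compound addition; incubation is 45 min at room temperature. Kinase-Glo Plus is then added and luminescence imaged. Normalized data are fitted to concentration-effect curves.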
Pf growth 96h = Primary qHTS for delayed death inhibitors of the malarial parasite plastid, 96 hour incubation | actives 6.9% (n = 320,000) | P. falciparum luciferase reporter growth, 96 h | Potency, µM (top dose mostly 28.7 µM), for inactives: at the highest dose activity change, negative = inhibition, hits mostly inhibitors; also: potency is read from the fitted curve at half-maximal effect; % is scaled to controls: 0 for no effect and ±100 for the full control effect
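Two parasite generations (96 h, 37 C, 5% CO2) of compound exposure in infected erythrocytes (0.05% parasitemia, 2% hematocrit). Luciferase-reporter P. falciparum; decreased luminescence indicates inhibited growth, aimed at apicoplast-acting delayed death.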
Pf growth 48h = Primary qHTS for delayed death inhibitors of the malarial parasite plastid, 48 hour incubation; P. falciparum luciferase growth in erythrocytes, 48 h; Potency, µM (series often up to 28.7 µM), inactives show at the highest dose activity change, negative = inhibition, most hits filed as inhibitors; actives 5.9% (n = 310,000); also: potency is read from the fitted curve at half-maximal effect; % is scaled to controls: 0 for no effect and ±100 for the full control effect
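Compounds are pin-transferred into medium, infected erythrocytes (2% hematocrit, 0.1% parasitemia final) are added, and plates sit one parasite generation at 37 C in 5% CO2. Detection reagent is then added and luminescence measured.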
Shiga inhibitor = A qHTS for Small Molecule Inhibitors of Shiga Toxin; actives 9.2% (n = 290,000); inhibition, % at 38.7 µM; Vero cells, Shiga toxin protein synthesis inhibition reporter; in the data active = inhibition mostly above about 28%, no sharp cut-off; inactive = mostly below about 43%; also: 0% is about no effect
* hit, by the source's call; ? = inconclusive; · = no result given; [ ] = another dose, or the depositor's remark. Unless noted, calls follow the shape of the dose curve; as a rule, active = well fitted curve in the direction sought with a large enough effect; inconclusive = small, poorly fitted or top-dose-only effect, or another doubt; inactive = no such curve, though single readings can be large; an effect the other way counts as inactive or inconclusive.

SMILES	AMA1 RON2 block	LmPK inhibitor	CHX counter	TbPYK inhibitor	Pf growth 96h	Pf growth 48h	Shiga inhibitor
CCCCN(CCCC)CCNC(=O)c1ccc2nc(-c3ccccc3NC(C)=O)c(=O)[nH]c2c1	-3%	-2%	13	-7%	5%	2.3µM*	-6
O=S(=O)(NCCN1CCCC1)c1cccc2cccnc12	48%	1%	-5	-8%	5%	·	-14
Cc1nnc2ccc(-c3cccc(NS(=O)(=O)c4ccccc4[N+](=O)[O-])c3)nn12	-3%	·	·	-1%	2.9µM*	52%[activator]	·
CCN1C(=O)/C(=C/c2cc(C)n(C)c2C)SC1=Nc1ccc(OC)cc1	-25%	-10%	14	-13%	?	·	6
Cc1ccc(C(=O)CCC(=O)OCc2nnc(-c3ccccc3)o2)cc1	-5%	·	·	-2%	20%	31%[activator]	·
Cc1ccc2[nH]c(=O)c(CN(C(=O)c3cccc([N+](=O)[O-])c3)C(C)(C)C)cc2c1	6%	1%	-3	0%	?	?	-5
CCOC(=O)c1c(C)[nH]c(C)c1S(=O)(=O)N(C)CC(=O)N(C)Cc1ccccc1	10%	7%	5	7%	?	-23%	-3
COc1ccc(CCN2CC(C(=O)N3CCCCCC3)CCC2=O)cc1 (centres undefined)	-10%	-7%	15	0%	-8%	11%	-29
CCCc1cc(C(=O)N2CCCC(N3CCN(c4ccccc4F)CC3)C2)n(C)n1 (centres undefined)	-11%	-14%	-3	-5%	0%	-19%	-9
Nc1nc(SCc2ccccc2)ns1	15%	4%	17*	-21%	·	77%[activator]	35*
Cc1ccc(NC(=O)c2nc[nH]c2C(=O)N2CCN(c3ccccc3)CC2)cc1	47%[activator]	1%	-4	4%	46%[activator]	-18%	-6
COc1cccc(NC(=O)COC(=O)CCC(=O)c2cccs2)c1	6%	·	·	10%	0%	25%	·
C=CCOC(=O)C1=C(C)NC(SCC(=O)N(CC)CC)=C(C#N)C1c1ccccc1 (centres undefined)	-5%	0%	2	-9%	73%[activator]	?	-8
CCOc1ccc(Cn2c(O)cc(=O)[nH]c2=O)cc1	6%	-1%	-6	-14%	3%	-6%	-2
Cc1c(Br)c([N+](=O)[O-])nn1CC(=O)Nc1nccs1	0%	2%	4	1%	62%[activator]	4%	10
Cc1cc(N)ccc1NC(=O)c1ccccc1	2%	3%	3	-9%	·	46%[activator]	3
O=C(CCCCCn1c(=S)[nH]c2cc3c(cc2c1=O)OCO3)N1CCN(C2CCCCC2)CC1	42%[activator]	0%	-4	-2%	?	?	-8
COc1ccc(NC(=O)COc2cc(O)c3c(c2)OC(C)(C)CC3=O)cc1	-2%	-5%	-1	3%	0%	19%	-1
Cc1cc(Oc2ccc(=O)n(C)n2)nc(SCCOc2ccccc2)n1	-21%	0%	-1	1%	-1%	14%	16
COc1ccc(C(=O)OC(C(=O)c2ccc(C)cc2)c2ccccc2)cc1 (centres undefined)	10%	1%	3	0%	7%	?	-8
CCCNS(=O)(=O)c1ccc(CCC(=O)NCc2ccc3c(c2)OCO3)cc1	0%	0%	-3	0%	·	-5%	-7
COc1ccccc1CC(=O)NC1CC1	1%	4%	-3	-7%	?	12%	-7
CCOc1ccccc1NC(=O)NNC(=O)CCc1ccc(OC)cc1	46%[activator]	8%	-3	5%	37%[activator]	-16%	-10
CCOc1ccc(S(=O)(=O)N2CCCC(C(=O)N3CCC(C(N)=O)CC3)C2)cc1Cl (centres undefined)	2%	1%	24*	6%	27%	-30%	15
CC(C)CN(C(=O)CSc1nnc(-c2cccs2)n1N)c1c(N)n(Cc2ccccc2)c(=O)[nH]c1=O	5%	·	·	-7%	5%	?	·
CCc1c(C)nc2ncnn2c1N1CCCC(C(=O)NCc2ccc3c(c2)OCO3)C1 (centres undefined)	-2%	3%	-3	0%	62%[activator]	?	-4
CCOC(=O)c1ccc(C(=S)N2CCCC2)cc1	27%	0%	-1	-10%	30%	37%[activator]	-4
CCOC(=O)c1sc(/N=C/c2c(C)[nH]n(-c3ccccc3)c2=O)c(C#N)c1C	·	2%	-1	·	51%[activator]	·	-19
CC(C)OC(=O)CSc1nc2ncc(Cl)cc2[nH]1	5%	-3%	-3	4%	?	?	-5
COCCCNC(=O)CN1C(=O)c2ccccc2C1=O	13%	-8%	2	-6%	·	-6%	-5
O=C(Nc1ccccc1)Nc1nccs1	4%	-2%	38*	8%	53%[activator]	66%[activator]	45*
Nc1c(-c2ccsc2)cnc2ncnn12	-2%	3%	11	2%	?	18%	2
O=C(COc1ccc(S(=O)(=O)N2CCOCC2)cc1)NCc1ccco1	-2%	-9%	-3	-1%	?	-22%	-35
Cc1ccc(S(=O)(=O)NCc2ccccc2)cc1C(=O)N1CCCCC1	-13%	-2%	1	-4%	-4%	-1%	-3
Cc1cc(NS(=O)(=O)c2ccc(NC(=O)c3cc(-c4ccccc4Cl)nc4ccccc34)cc2)no1	11%	3%	-2	7%	?	-6%	-4
COc1ccc(NC(=O)C(=O)NCCN2CCN(C(=O)C(c3ccccc3)c3ccccc3)CC2)cc1	2%	0%	3	3%	37%[activator]	?	-6
Cc1nc2ccc(Cl)cc2c(=O)n1-c1cccc(Cl)c1	-13%	-3%	-2	1%	?	-8%	-3
CC(=O)O/N=C(/c1nonc1N)N(C)C	-8%	-4%	-1	4%	0%	42%[activator]	-18
CCc1cc(=O)oc2cc(OC(C)C(=O)NCC(O)c3ccccc3)c(Cl)cc12 (centres undefined)	-17%	8%	-2	-13%	-5%	-6%	-5
Cc1csc2nc(CNC(=O)CCC(=O)O)cn12	20%	-6%	-1	-9%	5%	5%	13
CN=C1SC(CC(=O)Nc2cccc(C(F)(F)F)c2)C(=O)N1C (centres undefined)	15%	-2%	-2	7%	·	20%	-15
NS(=O)(=O)c1cccc(NC(=O)COc2ncnc3c2cnn3-c2ccccc2)c1	7%	0%	-2	3%	62%[5.75 µM]	41%[activator]	12
Cc1ccc(NC(=O)CCN2C(=O)c3ccncc3C2=O)cc1	-13%	-5%	0	0%	3%	34%[activator]	-15
CC/C(=N\NC(=O)c1ccc2c(c1)OCO2)C12CC3CC(CC(C3)C1)C2	33%[activator]	1%	26*	1%	·	34%[activator]	57*
O=C(NCc1ccc(F)cc1)c1nc(-c2cccs2)no1	-12%	-1%	1	1%	46%[activator][5.75 µM]	16%	26
COc1ccc(S(=O)(=O)N2CCOC2CNC(=O)C(=O)NCc2ccc3c(c2)OCO3)cc1OC (centres undefined)	-6%	-9%	3	-8%	?	-8%	-20
COc1ccccc1/C=C/C=N\N1CCN(Cc2ccccc2Cl)CC1	20µM*	1%	3	1%	19%	?	6
COc1ccc(OCCSc2nnc(CCNC(=O)c3ccc(OC)cc3)n2C)cc1	-12%	-1%	-1	-3%	?	?	-12
CCc1nnc(NS(=O)(=O)c2ccc(NC(=O)c3ccc(Br)cc3)cc2)s1	-8%	2%	-1	-1%	10%	7%	·
COc1ccccc1NC(=O)CN1C(=O)COc2ccc(S(=O)(=O)N3CCC(C)CC3)cc21	-2%	2%	11	2%	0%	0%	-13
Cc1ccccc1N1C(=O)/C(=C/c2ccco2)C(=O)NC1=S	·	-8%	-1	·	7%	4%	-10
CC1(C)C2CCC1(C)C(NCC(O)COc1ccc(C#N)cc1)C2 (centres undefined)	?	-1%	-4	2%	4.1µM*	·	7
NS(=O)(=O)c1ccc(CCNC(c2ccccc2)c2ccccc2)cc1	-16%	0%	-7	3%	11%	10%	-5
CCc1ccc(S(=O)(=O)NCc2cn3ccccc3n2)s1	3%	2%	1	-6%	?	·	-12
COc1cc(CC(=O)OCC(=O)Nc2ccc([N+](=O)[O-])cc2)cc(OC)c1OC	-3%	5%	-1	-5%	6%	-3%	9
COc1ccc(C(C)=O)cc1CSc1nnc(SCc2cc(C(C)=O)ccc2OC)s1	-11%	3%	-6	-2%	?	?	-6
COc1ccccc1C(CNC(=O)c1ccc(NS(=O)(=O)c2ccc(F)c(C)c2)cc1)N1CCCC1 (centres undefined)	-14%	·	·	-11%	12µM*	9.3µM*	·
O=S(=O)(NCc1ccco1)c1cccc(S(=O)(=O)N2CCOCC2)c1	-17%	-2%	-2	1%	?	6%	24
COc1cccc(OCC(=O)N(Cc2nc(-c3ccc(Cl)cc3)no2)C(C)C)c1	17%	1%	-6	5%	-25%	·	-8
COc1ccc(S(=O)(=O)N(CC(=O)N2CCCC2)Cc2ccccc2)cc1	1%	-1%	-2	-4%	36%[activator]	-6%	-13

Reprinted at random: 4 entries already listed.
SMILES	AMA1 RON2 block	LmPK inhibitor	CHX counter	TbPYK inhibitor	Pf growth 96h	Pf growth 48h	Shiga inhibitor
COc1ccc(C(C)=O)cc1CSc1nnc(SCc2cc(C(C)=O)ccc2OC)s1	-11%	3%	-6	-2%	?	?	-6
CC1(C)C2CCC1(C)C(NCC(O)COc1ccc(C#N)cc1)C2 (centres undefined)	?	-1%	-4	2%	4.1µM*	·	7
COc1cccc(OCC(=O)N(Cc2nc(-c3ccc(Cl)cc3)no2)C(C)C)c1	17%	1%	-6	5%	-25%	·	-8
NS(=O)(=O)c1ccc(CCNC(c2ccccc2)c2ccccc2)cc1	-16%	0%	-7	3%	11%	10%	-5

Following part:
SMILES	AMA1 RON2 block	LmPK inhibitor	CHX counter	TbPYK inhibitor	Pf growth 96h	Pf growth 48h	Shiga inhibitor
O=C(N/N=C/c1ccccn1)c1cc(-c2ccc(Cl)cc2)nc2ccccc12	47%[activator]	-1%	-2	2%	9.3µM*	9.3µM*	-2
COc1ccc(CC(=O)Nc2nc(-c3cccc([N+](=O)[O-])c3)cs2)cc1	12%[11.6 µM]	-1%	-3	-3%	46%[activator]	0%	9
Cc1cc(C(=O)COC(=O)C(C)NC(N)=O)c(C)n1Cc1ccco1 (centres undefined)	0%	-3%	35*	5%	16%	24%	94*
CCC(Sc1nc2c(c(=O)n1CC)SC(C)C2)C(=O)OC (centres undefined)	-3%	-1%	1	1%	0.37µM*	?	-11
CCOC(=O)C1=C(c2ccccc2)NC(N)=NC1c1ccc(OCc2ccc(Cl)cc2)c(OC)c1 (centres undefined)	-19%	-12%	11	-1%	1.7µM*	1.5µM*	30*
COc1ccc(OC)c(/C=C/c2c([N+](=O)[O-])c(=O)n(C)c(=O)n2C)c1	-2%	10%	6	1%	-27%	?	-7
COc1cc2cc(C(c3nnnn3C3CCCC3)N3CCc4ccccc43)c(=O)[nH]c2cc1OC (centres undefined)	2%	0%	-4	1%	9.3µM*	?	16
CCC(C)N(CC(=O)NCc1ccc(OC)cc1)C(=O)c1csnn1 (centres undefined)	10%	3%	-2	-1%	?	-9%	-4
CC(C)(C)NC(=O)NC(=O)COC(=O)c1ccco1	-3%	-1%	-2	-10%	98%[activator]	14%	-2
